Bioassay records deposited in PubChem BioAssay by National Center for Advancing Translational Sciences (NCATS).
Tb PFK block: T. brucei PFK enzyme inhibition. T. brucei PFK, ADP-Glo luminescence. Potency, µM (top dose mostly 57.5 µM), for the others: at the top dose activity, negative = inhibition, hits mostly inhibitors. 330,000 compounds, 0.17% hits;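 also: potency is read from the fitted curve at half-maximal effect; 0% = uninhibited 1x PFK enzyme wells and -100% = no-enzyme wells; nearly all actives have a fitted effect of over 60% in size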
Target sequence (O15648 whole entry, looked up): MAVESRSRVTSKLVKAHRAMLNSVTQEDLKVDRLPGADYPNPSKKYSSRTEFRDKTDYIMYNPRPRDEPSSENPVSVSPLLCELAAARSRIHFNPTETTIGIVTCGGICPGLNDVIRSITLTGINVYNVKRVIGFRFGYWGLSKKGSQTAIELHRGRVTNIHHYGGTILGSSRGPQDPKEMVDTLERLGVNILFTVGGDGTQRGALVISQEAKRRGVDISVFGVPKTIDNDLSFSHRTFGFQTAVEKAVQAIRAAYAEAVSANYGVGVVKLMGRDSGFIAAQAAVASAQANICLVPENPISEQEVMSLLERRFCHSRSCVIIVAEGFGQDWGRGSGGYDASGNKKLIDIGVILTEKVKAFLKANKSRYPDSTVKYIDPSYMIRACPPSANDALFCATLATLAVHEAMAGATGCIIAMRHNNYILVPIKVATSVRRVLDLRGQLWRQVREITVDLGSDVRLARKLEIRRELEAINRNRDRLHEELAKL
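PFK 1.25 nM, F6P 0.5 mM, ATP 0.1 mM, 0.1 M TEA pH 8.0, 5 mM MgCl2, 0.01% Tween20, 0.1% BSA; 45 min RT. ADP-Glo readout. qHTS titration up to 57 uM; curves fitted, compounds curve-classed.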
FLuc modulator: firefly luciferase modulation, counter-screen for miR-21 project. P08659. purified FLuc, Km substrates, luminescence inhibition. Potency, µM (titrated, usually from 57.5 µM), without a hit: at the top dose activity change, negative = inhibition, hits mostly inhibitors. 360,000 compounds, 6.9% hits. AID 588342;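 also: potency is read from the fitted curve at half-maximal effect; plate controls were vehicle for no effect and reference inhibitor for full effect; nearly all actives have a fitted effect of over 55% in size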
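Biochemical qHTS of compounds, final roughly 60 µM downward over six points, against 10 nM purified firefly luciferase using Km concentrations of substrates (10 uM D-luciferin, 10 uM ATP) in Tris acetate pH 7.5 buffer; luminescence output.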
TRPV1 ag: activates the human vanilloid receptor TRPV1; TRPV1-expressing cells, Fluo-8 calcium influx, agonist mode; Q8NER1; AID 540275; 320,000 compounds, 0.19% hits; activation, % at 8.33 µM; in the data active = activation above about 80%; inconclusive = between about 30% and that limit; also: 0% is about no effect
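Cells expressing TRPV1 were dye-loaded with Fluo-8 and read kinetically: 10 s baseline, 3 min after compound (agonist portion), then 2 min after EC20 capsaicin (allosteric enhancer portion). Calcium-bound dye fluorescence at 480/520 nm.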
BRCA1 expr up: activators of BRCA1 expression; Potency, µM (top dose mostly 46.1 µM), without a hit: at the highest dose activation, actives largely listed as activators; 380,000 compounds, 1.1% hits; MCF7-BRCA1-FFLuc reporter, luminescence, 48 h; response scale: scaled: vehicle 0%, 10 µM genistein 100%; also: potency is read from the fitted curve at half-maximal effect; nearly all actives have a fitted effect of over 80% in size; some results filed as inactive show a strong effect at the top dose
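Cells: MCF7-BRCA1-FFLuc, 2000/well. Exposure: 48 h, 37 °C, 5% CO2. Read: luminescence, 15 min post-substrate. Controls: genistein 10 microM (maximal activation), DMSO (neutral).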
p53 reactivation: re-activators of mutant p53; H1299 p53-A138V BP100-luciferase reporter, luminescence, 24 h; Potency, µM (doses to about 92.2 µM), for the others: top-dose activity change, positive = activation, usual class: activators; 320,000 compounds, 0.063% hits; AID 504706; also: potency is read from the fitted curve at half-maximal effect; % of control where 0% means no effect; nearly all actives have a fitted effect of over 45% in size
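H1299 (p53-null), stable ts p53-A138V + BP100-Luc; 1000 cells/well, Opti-MEM/10% FBS; cpd 4 pt, 1:5; 24 h, 37 deg C, 5% CO2; detection reagent 10 min RT; luminescence.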
ELG1 genotoxic: genotoxicity induction in ELG1-luciferase HEK293T cells; HEK293T ELG1-luciferase reporter, luminescence, 16 h; Potency, µM (series often up to 46 µM), for inactives: top-dose activity change, positive = activation, actives largely listed as activators; 330,000 compounds, 1.3% hits; also: potency is read from the fitted curve at half-maximal effect; % of control where 0% means no effect; nearly all actives have a fitted effect of over 60% in size
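Quantitative HTS format in 1536-well plates. HEK293T ELG1-luciferase reporter cells receive test compound and are incubated 16 hr at 37 °C, 5% CO2; ONE-Glo added, 30 min room temperature, then luminescence read.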
Rab9 promoter act: Rab9 promoter activation. Huh7 Rab9 promoter-luciferase reporter, luminescence, 24 h. Potency, µM (series often up to 9.22 µM), inactives show at the top dose activation, negative = inhibition, hits mostly activators. 320,000 compounds, 2.8% hits. AID 485297; also: potency is read from the fitted curve at half-maximal effect; % of control where 0% means no effect; nearly all actives have a fitted effect of over 60% in size
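Promoter activation is measured as luciferase luminescence in Huh7 cells stably transfected with a Rab9 promoter–luciferase construct, following 24 h compound exposure at 37 °C and 10 min reagent incubation at ambient temperature.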
NPC1 promoter act: NPC1 promoter activation; Potency, µM (titrated, usually from 9.22 µM), for the others: top-dose activation, hits mostly activators; Huh7 NPC1 promoter luciferase reporter, 24 h; 320,000 compounds, 2.4% hits;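 also: potency is read from the fitted curve at half-maximal effect; % of control where 0% means no effect; nearly all actives have a fitted effect of over 60% in size; reporter is driven by a mutant NPC1 promoter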
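Compounds in DMSO were transferred onto Huh7 NPC1-luciferase reporter cells pre-incubated 2 h; after 24 h at 37 °C, Amplite reagent was dispensed and luminescence recorded 10 min later.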
ELG1 DNA repair: inhibitors of ELG1-dependent DNA repair in HEK293T cells | 330,000 compounds, 2.3% hits | Potency, µM (top dose mostly 46.1 µM), for the others: top-dose activity change, negative = inhibition, usual class: inhibitors | HEK293T ELG1-luciferase reporter, luminescence, 16 h; DNA damage induced by 5-fluorouridine; also: potency is read from the fitted curve at half-maximal effect; % is scaled to controls: 0 for no effect and ±100 for the full control effect; nearly all actives have a fitted effect of over 55% in size
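Reporter activity after DNA damage by 5-fluorouridine is monitored. Compound-treated cells incubate 16 hr at 37 °C, then ONE-Glo is added for 30 min before luminescence reading.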
RORgamma inh: ROR gamma (mouse) transcription inhibition | AID 2551 | 310,000 compounds, 5.4% hits | Potency, µM (top dose mostly 53.6 µM), without a hit: at the top dose activity change, negative = inhibition, actives largely listed as inhibitors | Drosophila S2 Gal4-RORgamma UAS-luciferase reporter, 20 h; also: potency is read from the fitted curve at half-maximal effect; % is scaled to controls: 0 for no effect and ±100 for the full control effect; nearly all actives have a fitted effect of over 60% in size
Target sequence (P51450 whole entry, looked up, the tested form may be a part): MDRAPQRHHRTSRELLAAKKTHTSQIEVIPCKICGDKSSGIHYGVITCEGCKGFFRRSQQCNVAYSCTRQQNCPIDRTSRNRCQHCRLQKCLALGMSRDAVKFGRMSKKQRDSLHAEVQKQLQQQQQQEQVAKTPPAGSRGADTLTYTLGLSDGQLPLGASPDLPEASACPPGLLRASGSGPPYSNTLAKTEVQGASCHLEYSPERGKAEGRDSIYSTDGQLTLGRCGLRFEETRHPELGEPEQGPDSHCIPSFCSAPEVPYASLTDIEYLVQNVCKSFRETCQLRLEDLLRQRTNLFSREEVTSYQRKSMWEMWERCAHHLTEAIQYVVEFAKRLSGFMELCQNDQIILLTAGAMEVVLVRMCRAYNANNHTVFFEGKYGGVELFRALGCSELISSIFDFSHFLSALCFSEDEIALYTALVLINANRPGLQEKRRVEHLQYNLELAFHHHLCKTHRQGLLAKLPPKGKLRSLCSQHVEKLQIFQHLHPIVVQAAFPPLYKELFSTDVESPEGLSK
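Schneider cells (Drosophila), stable Gal4 DBD–ROR gamma + UAS-luc; 1 hr cmpd preincubation; Cu2+ induction 700 uM final; 20 hr ambient; luminescence.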
Gal4-VP16 FLuc: Gal4-VP16 reporter inhibition counter-screen. Drosophila S2 Gal4-VP16 UAS-luciferase, luminescence, 20 h. Potency, µM (series often up to 53.6 µM), for inactives: at the highest dose activity, negative = inhibition, usual class: inhibitors. 310,000 compounds, 3.5% hits. AID 2546;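 also: Gal4-VP16 expression switched on by copper sulfate through the metallothionein promoter; potency is read from the fitted curve at half-maximal effect; % is scaled to controls: 0 for no effect and ±100 for the full control effect; nearly all actives have a fitted effect of over 50% in size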
The depositor's hits bear a star; ? = inconclusive; . = not tested or not shown; & = joins results of further samples; [ ] = remark or other dose. Unless noted, calls follow the shape of the dose curve; as a rule, active = well fitted curve in the direction sought with a large enough effect; inconclusive = small, poorly fitted or top-dose-only effect, or another doubt; inactive = no such curve, though single readings can be large; an effect the other way counts as inactive or inconclusive.

Order of values: Tb PFK block | FLuc modulator | TRPV1 ag | BRCA1 expr up | p53 reactivation | ELG1 genotoxic | Rab9 promoter act | NPC1 promoter act | ELG1 DNA repair | RORgamma inh | Gal4-VP16 FLuc
[1] COCCN(CCOC)Cc1c(O)ccc2c3c(c(=O)oc12)CCC3
→ 0% | 2% | -3 | -3% | 1% | 1% | 3% | -4% | 0% | 0% | 1%
[2] O=S(=O)(c1cccc(C(F)(F)F)c1)N1CCN(c2cnccn2)CC1
→ 12% | 4% | 4 | 23% | -4% | -2% | 16% | -3% | -10% | 15% | -1%
[3] COc1ccc(OCC(=O)NCc2cccnc2)cc1
→ -2% | -1% | -2 | -12% | 1% | 1% | -8% | -4% | 14% | 15% | -1%
[4] COc1cccc(N2C(=O)C(c3ccccc3)=C(c3nc4ccccc4s3)C2NC(C)=O)c1 (centres undefined)
→ 0% | 6% | 2 | -51% | 2% | -1% | -4% | -4% | 2.3µM* | -5% | 7%
[5] O=C(Nc1ccccc1)Nc1nc(-c2ccccc2)cs1
→ -7% | ? | ? | 74% | 6% | 2% | 23% | 22% | 24% | 7% | -8%
[6] COc1ccc(C(=O)Nc2ccncc2)cc1S(=O)(=O)N1CCOCC1
→ 6% | ? | -1 | 3% | ? | 3% | 18% | 14% | ? | . | .
[7] CCCNC(=O)N1CCN(C(c2ccccc2)c2ccccc2)CC1
→ 0% | -1% | ? | 0% | 18% | 7% | 4% | -8% | -4% | 3% | 6%
[8] COc1ccc(CN2CCN(C(C)C(=O)N3CCc4ccccc43)CC2)cc1OC (centres undefined)
→ 1% | 2% | -1 | 3% | 5% | -4% | -1% | 1% | -6% | -3% | 1%
[9] O=C(O)C1CCN(S(=O)(=O)c2cccs2)CC1
→ 4% | -1% | 0 | -2% | 1% | 4% | 3% | 1% | 7% | -4% | 5%
[10] Cc1ccc(S(=O)(=O)N2CCN(CC(=O)NC(=O)NCc3ccco3)CC2)cc1C
→ -9% | 2% | 10 | -3% | -1% | 1% | 0% | 1% | 1% | 28% | -9%
[11] O=C(Nc1nc2ccccc2s1)Nc1ccc([N+](=O)[O-])cc1Cl
→ -4% | 2% | -2 | . | 5% | -2% | -3% | 2% | -9% | -12% | -3%
[12] CC(C)C(NS(=O)(=O)c1cccc2nsnc12)C(=O)N1CCCCC1 (centres undefined)
→ -4% | -1% | 1 | 0% | -2% | 0% | 0% | -3% | 2% | 13% | -18%
[13] O=C(CC1C(=O)NCCN1Cc1cccc(F)c1F)NCCCC1CCCC1 (centres undefined)
→ 1% | -2% | 11 | -13% | -3% | 1% | 10% | 1% | 11% | 8% | -12%
[14] CN(C)N1C(N)=C(C#N)C(c2cccnc2)C2=C1CCCC2=O (centres undefined)
→ 0% | 2% | -3 | 14% | -6% | -1% | 0% | 0% | 7% | -5% | 1%
[15] O=C1/C(=C/c2cccnc2)Cc2ccc(Cl)cc21
→ -5% | 12µM* | 4 | 8% | 3% | -2% | 5% | 6% | 2% | . | .
[16] COc1ccc(C(=O)N/C(=C\c2ccccc2)C(=O)NCCCn2ccnc2)cc1
→ 0% | 0% | 0 | -16% | -8% | 5% | 0% | -1% | 7% | ? | -2%
[17] Cc1ccc(-c2nnc(Sc3nc4ccccc4o3)c3ccccc23)cc1
→ -8% | ? | 11 | -98%[inhibitor] | -11% | -10% | ? | -4% | ? | 8.9µM* | ?
[18] CCSc1nc2c(c(=O)[nH]1)C(c1ccncc1)C(C(=O)OC(C)C)=C(C)N2 (centres undefined)
→ 4% | 5% | 1 | -1% | 12% | 1% | -8% | -4% | 8% | 10% | 3%
[19] Cc1nc(N)ncc1Sc1ccc(Cl)cc1
→ 6% | 6% | 1 | -9% | 0% | 0% | 4% | -2% | -1% | 7% | -10%
[20] CC(C)c1ccc(-c2nc(N3CCOCC3)[nH]c(=O)c2C#N)cc1
→ -6% | -1% | 1 | -1% | -1% | 0% | 2% | 0% | -1% | 16% | 1%
[21] Oc1cc(Nc2ccccc2)cc2cccnc12
→ -3%&3% | 0% | . | -90% | -10% | 1% | 8% | -4% | -2% | . | .
[22] Cc1ccc(C(C(=O)NC(C)(C)C)N(CC2CCCO2)C(=O)c2csnn2)cc1 (centres undefined)
→ -4% | 1% | 2 | -4% | -2% | 0% | 1% | 1% | 10% | -5% | 9%
[23] C=CCOc1nc2c(c(=O)n(C)c(=O)n2C)n1Cc1ccccc1
→ -2% | 2% | 3 | -13% | -3% | -8% | -12% | -8% | ? | ? | -21%
[24] COC(=O)c1cccc(S(=O)(=O)N2CCC(C)CC2)c1
→ -1% | 2% | 23 | 4% | -4% | 0% | 2% | -3% | 3% | 2% | 1%
[25] Cc1ccccc1NC(=O)CSc1nnc(-c2ccccc2)n1-c1ccccc1
→ -1% | -2% | 14 | -1% | -8% | -4% | -4% | -8% | 2% | 13% | 0%
[26] O=C(CCN1CCOCC1)Nc1c(-c2ccccc2)c2cc(Br)ccc2[nH]c1=O
→ 5% | 3% | -2 | 2% | -17% | -9% | -1% | -2% | -2% | 23% | -8%
[27] Cc1nn(-c2ccccc2)c(Cl)c1C(=O)NNC(=O)c1ccccc1O
→ 5% | ? | 0 | 8% | ? | 12% | -2% | 20% | ? | . | .
[28] C=CCNC(=O)c1ccccc1NC(=O)Cc1ccccc1[N+](=O)[O-]
→ 0% | 0% | -1 | -16% | 1% | 0% | 4% | 0% | 8% | 34% | -8%
[29] Cc1cc(C)cc(N(CC(=O)N2CCN(Cc3ccccc3)CC2)S(=O)(=O)c2c(C)noc2C)c1
→ 1% | 0% | . | 17%&-1% | 1% | -1% | -1% | 0% | 11% | -24% | -5%
[30] CC(C)OC(=O)c1cccc(-c2ccc(C=O)o2)c1
→ 2% | ? | 8 | 51% | ? | ? | 15% | 17% | ? | 12% | 7%

Next section.
Order of values: Tb PFK block | FLuc modulator | TRPV1 ag | BRCA1 expr up | p53 reactivation | ELG1 genotoxic | Rab9 promoter act | NPC1 promoter act | ELG1 DNA repair | RORgamma inh | Gal4-VP16 FLuc
[31] Cc1ccc(C2N(c3ccc(F)cc3)C(=O)C3CCCN32)cc1 (centres undefined)
→ -1% | 0% | . | 17% | 6% | 4% | 4% | 1% | 10% | 8% | -7%
[32] CCOc1ccc(S(=O)(=O)N2CCN(CC)CC2)cc1NC(=O)c1ccccc1F
→ 1% | 0% | 9 | -4% | -4% | -4% | -3% | -5% | 2% | -4% | 12%
[33] Cc1cc(-c2ccc(C)c(S(=O)(=O)N3CCN(C(=O)c4ccco4)CC3)c2)on1
→ -1% | 5% | 20 | -24% | -6% | 0%[9.26 µM] | -4% | -6% | -4% | 2% | -7%
[34] CCCCn1c(N)c(N(CCOC)C(=O)c2cc(-c3ccc(C)cc3)nc3ccccc23)c(=O)[nH]c1=O
→ -2% | ? | 0 | -3% | -5% | 6% | -11% | 4% | -1% | . | .
[35] Cc1c(Cl)c([N+](=O)[O-])nn1Cc1ccc(C(=O)N/N=C\c2cccc(Br)c2)o1
→ -9% | 7.6µM* | 7 | -34% | -8% | -8% | -4% | 1% | ? | ? | 1%
[36] Cc1cc(Nc2nc3c(c(=O)n(C)c(=O)n3C)n2C)n(-c2ccc(Cl)cc2)n1
→ 1% | 0% | -7 | -20% | -7% | 3% | 7% | -1% | ? | 0% | -6%
[37] COCCN1C(=O)/C(=C2/C(=O)N(CC(=O)Nc3ccccc3Cl)c3ccccc32)SC1=S
→ 2% | -5% | -4 | -26% | -8% | 6% | 0% | -1% | 6% | -30% | -6%
[38] Cc1nnsc1C(=O)N/N=C/c1ccccc1Cl
→ 2% | -1% | -2 | -5% | -2% | 2% | -6% | -3% | 3% | -10% | -5%
[39] COc1ccc(C(C(=O)NC(C)(C)C)N(Cc2cccs2)C(=O)CCC(=O)Nc2cc(C)on2)cc1 (centres undefined)
→ -4% | 2% | 1 | -24% | -6% | -4% | -3% | -4% | ? | 21% | 3%
[40] O=C1CCCN1CCC(=O)N1CCCC(Nc2ccc(F)cc2)C1 (centres undefined)
→ 1% | 1% | 1 | 1% | -6% | 0% | 2% | 0% | 25% | -13% | 12%
[41] CCCn1c(N)c(N(CCOC)C(=O)c2cccc(C(F)(F)F)c2)c(=O)[nH]c1=O
→ 9% | 0% | -1 | -12% | -1% | 1% | -3% | 2% | 13% | -5% | 2%
[42] CC1=NN(c2ccccc2C(=O)O)C(=O)C1N=Nc1ccccc1 (centres undefined)
→ 3% | 15µM* | 0 | 34% | . | -11% | 21% | 20% | 3% | 26% | -9%
[43] C[C@@H](C(=O)Nc1nc(-c2ccccn2)cs1)N1C(=O)C2CCCCC2C1=O (some centres undefined)
→ -5% | -13% | 18 | -34% | 9% | 1% | -1% | -1% | -24% | 13µM* | ?
